TRHR ag: agonists of human TRH receptor; P34981; TRHR cells, calcium flux fluo-8, FDSS agonist mode; activation, % at 2 µM; 360,000 compounds, 0.18% hits; in the data active = activation above about 30%; also: 0% is about no effect
Target sequence (P34981 whole entry, looked up): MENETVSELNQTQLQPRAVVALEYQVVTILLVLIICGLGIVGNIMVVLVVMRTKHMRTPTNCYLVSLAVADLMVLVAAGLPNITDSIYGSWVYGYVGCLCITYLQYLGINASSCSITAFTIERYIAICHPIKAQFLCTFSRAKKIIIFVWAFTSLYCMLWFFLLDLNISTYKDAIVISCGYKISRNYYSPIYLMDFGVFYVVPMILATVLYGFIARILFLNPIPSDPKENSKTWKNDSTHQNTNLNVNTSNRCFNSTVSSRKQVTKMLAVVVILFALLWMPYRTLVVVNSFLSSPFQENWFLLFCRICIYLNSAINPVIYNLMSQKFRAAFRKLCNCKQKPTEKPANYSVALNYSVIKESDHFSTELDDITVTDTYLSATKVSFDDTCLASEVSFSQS
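In this calcium-flux screen, cells bearing human TRHR are dye-loaded with fluo-8, baselined for 10 cycles, then exposed to library compounds; positive kinetic calcium responses during the agonist phase mark hits, with TRH as control.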
Pin1 inh: blocks the human prolyl isomerase Pin1 | Pin1 FP peptide displacement, HiFluor488, 10 min | Potency, µM (series often up to 115 µM), inactives show at the highest dose activity, negative = inhibition, usual class: inhibitors | AID 504891 | 390,000 compounds, 0.009% hits | Q13526; active = well fitted inhibition curve with a large enough effect in the polarisation, with a control signal flat, not every such curve was filed as active; inconclusive = small, poorly fitted or top-dose-only effect, or effect the other way, or a change in a side signal; inactive = no such curve, though single readings can be large or run the other way; the % refers to the polarisation; also: potency is read from the fitted curve at half-maximal effect; % is scaled to controls: 0 for no effect and ±100 for the full control effect
Target sequence (Q13526 whole entry, looked up): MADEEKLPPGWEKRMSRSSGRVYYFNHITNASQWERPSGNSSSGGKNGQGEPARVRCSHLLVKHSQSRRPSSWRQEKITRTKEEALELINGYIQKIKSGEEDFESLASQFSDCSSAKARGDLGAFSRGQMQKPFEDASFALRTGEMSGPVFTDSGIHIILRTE
rTrxR1 inhibitor: inhibitors of rat thioredoxin reductase 1; Potency, µM (series often up to 114 µM), for the others: at the top dose activity change, negative = inhibition, actives largely listed as inhibitors; 390,000 compounds, 1% hits; recombinant rTrxR1, NADPH fluorescence consumption, selenite substrate; O89049; also: potency is read from the fitted curve at half-maximal effect; % is scaled to controls: 0 for no effect and ±100 for the full control effect; nearly all actives have a fitted effect of over 65% in size
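Rat TrxR1 (90 nM in the dispensed reagent) was pre-reduced with 400 uM NADPH for 5 min at room temperature, then incubated with compound for 15 min. After 400 uM selenite was added, NADPH fluorescence (Ex 340/Em 450 nm) was followed for 8 min.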
D2 antagonist: D2 dopamine receptor (human) antagonism; inhibition, % at 10 µM; P14416; AID 485344; 340,000 compounds, 2% hits; HEK293 TREx D2 cells, calcium flux, dopamine EC80; in the data active = inhibition above about 30%; also: 0% is about no effect
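Overnight-induced (tetracycline, 30 C) HEK293 T-REx cells carrying force-coupled D2 receive a no-wash calcium dye, then compound, then EC80 dopamine at 180 s; signals are read kinetically throughout.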
D2 agonist: agonists of human D2 dopamine receptor; P14416; HEK293 T-REx D2 cells, calcium flux agonist mode; activation, % at 2 µM; 340,000 compounds, 0.53% hits; AID 485358;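 active = activation over 3 SD above normal in the single-dose calcium agonist read, cut at about 30% in these data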; also: 0% is about no effect
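Calcium-flux readout, 1 cycle/sec over 180 s following compound pin transfer, in inducible HEK293 Trex D2 cells (force-coupled); dopamine controls included. Positive calcium responses during this window marked compounds as potential agonists.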
USP1 inh: blocks the human USP1/UAF1 deubiquitinase complex. O94782. recombinant USP1/UAF1, Ub-Rhodamine cleavage fluorescence. Potency, µM (series often up to 57.1 µM), for the others: at the highest dose activity change, negative = inhibition, actives largely listed as inhibitors. 390,000 compounds, 0.23% hits. AID 743255; also: potency is read from the fitted curve at half-maximal effect; % is scaled to controls: 0 for no effect and ±100 for the full control effect; nearly all actives have a fitted effect of over 60% in size; inactives centre near -12
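Step one: compound is pinned into 1nM USP1/UAF1 in HEPES pH 7.8 buffer with TCEP. Step two: 15 min room-temperature incubation. Step three: Ub-Rho (150nM final) starts cleavage, tracked by fluorescence over six one-minute reads.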
TrxR1 substrate: substrates of rat thioredoxin reductase 1 | purified TrxR1 substrate turnover, NADPH consumption readout | O89049 | Potency, µM (top dose mostly 114 µM), inactives show at the highest dose activity change, negative = substrate turnover | 390,000 compounds, 0.01% hits; also: potency is read from the fitted curve at half-maximal effect; % is scaled to controls: 0 for no effect and ±100 for the full control effect; nearly all actives have a fitted effect of over 50% in size
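Rat TrxR1, dispensed at 90 nM, was prereduced with 400 uM NADPH (final) for 5 min at ~22 deg C, then incubated with compound 15 min before 400 uM selenite. A first-read NADPH fluorescence drop versus no-compound background flagged substrates.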
IDH1 R132H inh: blocks human mutant IDH1 R132H enzyme. Potency, µM (top dose mostly 76.6 µM), inactives show top-dose activity change, negative = inhibition, usual class: inhibitors. IDH1-R132H enzyme, NADPH consumption, diaphorase/resazurin fluorescence. 390,000 compounds, 0.093% hits. O75874; also: potency is read from the fitted curve at half-maximal effect; % is scaled to controls: 0 for no effect and ±100 for the full control effect; nearly all actives have a fitted effect of over 65% in size
Target sequence (O75874 whole entry R132H, stated change not applied): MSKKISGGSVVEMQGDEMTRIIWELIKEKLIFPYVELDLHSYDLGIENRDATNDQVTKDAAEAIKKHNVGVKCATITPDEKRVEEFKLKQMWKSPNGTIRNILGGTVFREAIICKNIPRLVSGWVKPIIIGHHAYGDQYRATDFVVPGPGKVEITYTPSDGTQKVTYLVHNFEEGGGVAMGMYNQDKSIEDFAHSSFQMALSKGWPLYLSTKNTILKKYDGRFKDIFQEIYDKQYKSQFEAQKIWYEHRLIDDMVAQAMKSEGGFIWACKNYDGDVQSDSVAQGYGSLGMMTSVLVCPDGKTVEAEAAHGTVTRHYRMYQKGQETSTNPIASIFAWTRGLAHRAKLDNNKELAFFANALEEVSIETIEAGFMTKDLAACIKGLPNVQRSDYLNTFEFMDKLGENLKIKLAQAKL
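IDH1-R132H (0.5 ug/mL) preincubated 30 min with compound, then NADPH (0.016 mM) and alpha-KG (2 mM) added; 80 min at RT, pH 7.5. Remaining NADPH coupled via diaphorase/resazurin to fluorescence (540/590 nm); concentration-response curves normalized to no-enzyme control.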
TRHR PAM: allosteric enhancers of human TRH receptor | enhancement, % at 2 µM | P34981 | TRHR cells, fluo-8 calcium fluorescence, EC20 TRH enhancement | 360,000 compounds, 0.66% hits; in the data active = enhancement above about 30%; also: 0% is about no effect
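Enhancer read-out: after compound pinning and an initial kinetic agonist-mode read, an EC20 of TRH (10 nM final) was injected and fluo-8 calcium signal (Ex 480/Em 530) followed at 1 s/cycle for 100 cycles in TRHR-expressing cells.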
An asterisk follows results filed as active; ? = inconclusive; nt = not tested or not shown; [ ] = remark or other dose. Unless noted, calls follow the shape of the dose curve; as a rule, active = well fitted inhibition curve with a large enough effect; inconclusive = small, poorly fitted or top-dose-only effect; inactive = no such curve, though single readings can be large or run the other way. The list is partial, so the mix of outcomes need not match the whole.

1: Oc1ccc(Br)cc1/C=N/N1CCN(Cc2cccc3ccccc23)CC1
2: N#C/C=C1\n2c(nc3ccccc32)OC12CCCCC2
3: CCOC(=O)CSc1nnc(CSc2nc3sc4c(c3c(=O)[nH]2)CCCC4)n1-c1ccccc1
4: Cc1ccc(S(=O)(=O)Nc2cc(Cl)c(O)c3ncccc23)cc1
5: COc1ccc(CCN2C(=O)C(Oc3ccccc3)C2c2ccc3c(c2)OCO3)cc1 (centres undefined)
6: CN(CC(=O)Nc1ccc(Cl)cc1)CC(=O)Nc1ccc(C(N)=O)cc1

entry no.	1	2	3	4	5	6
TRHR ag	0.2	-0.6	-0.5	-0.1	1.3	0.4
Pin1 inh	10.0%	0.7%	?	8.3%	-0.2%	7.6%
rTrxR1 inhibitor	9.1%	8.2%	1.2%	?	1.4%	3.3%[11.4 µM]
D2 antagonist	2.8	-6.9	-9.7	0.6	17.2	1.8
D2 agonist	0.9	-2.2	-1.2	0.6	0.6	-0.1
USP1 inh	-25.9%	-17.9%	-1.4%	-26.1%	-10.0%	-11.9%
TrxR1 substrate	2.0%	2.2%	0.0%	-8.1%[57.1 µM]	-3.5%	-0.1%[11.4 µM]
IDH1 R132H inh	0.4%	2.7%	-6.0%	21.8%	5.5%	-7.3%
TRHR PAM	-7.9	-5.2	-1.6	7.9	-4.9	-1.1

7: Cc1ccccc1CNC(=O)c1cc(COc2ccc(F)cc2F)on1
8: Cc1c(C(=O)N2CCN(c3ccc(F)cc3)CC2)sc2nc(-c3ccccc3)cn12
9: O=[N+]([O-])c1ccccc1OCCN1CCCC1
10: Cc1ccccc1-c1nnc(SCC(=O)c2c(N)n(C3CC3)c(=O)[nH]c2=O)o1
11: CC(C)Cc1ccc(C(C)NC(=O)c2ccc(=O)[nH]c2)cc1 (centres undefined)
12: CC1CCN(C(=O)COC(=O)c2cc(S(=O)(=O)N3CCOCC3)ccc2Cl)CC1

entry no.	7	8	9	10	11	12
TRHR ag	-0.5	0.6	0.4	0.3	4.8	-0.4
Pin1 inh	?	3.8%	0.5%	-3.0%	-2.5%	-1.0%
rTrxR1 inhibitor	17.8%	-12.8%	7.6%	5.2%	16.3%[11.4 µM]	1.2%[57.1 µM]
D2 antagonist	-10.7	-1.5	-4.3	8.7	1.7	-4.5
D2 agonist	0.4	0.5	1.2	0.3	4.7	0.0
USP1 inh	-9.5%	-2.2%	-8.3%	-16.0%	-25.0%	-17.2%
TrxR1 substrate	-4.9%	-6.3%	1.5%	-1.2%	3.6%[11.4 µM]	-2.2%[57.1 µM]
IDH1 R132H inh	-6.1%	4.1%	-4.6%	-0.3%	-4.9%	-1.8%
TRHR PAM	2.8	-0.5	10.4	3.2	0.7	-4.3

13: N#C/C(=C\c1ccc[nH]1)C(=O)Nc1ccccc1F
14: Cc1nn(C)c(C)c1NC(=O)c1cnn2c(C(F)F)cc(-c3ccccc3)nc12
15: Cc1ccc(C)c(Cn2c3ccccc3c3cnn(CC(=O)NCCN4CCOCC4)c(=O)c32)c1
16: COc1cc(C(=O)Nc2ccc3nc(SCc4ccccc4)sc3c2)cc(OC)c1OC
17: O=C(Nc1ccccc1N1CCN(C(=O)c2ccc(Cl)cc2)CC1)c1ccc([N+](=O)[O-])o1
18: O=[n+]1c2c(n([O-])c3cc(Cl)ccc31)CCCC2

entry no.	13	14	15	16	17	18
TRHR ag	1.4	0.6	0.1	-0.3	-1.0	-0.2
Pin1 inh	-11.4%	nt	-3.8%	-2.5%	-5.5%	0.2%
rTrxR1 inhibitor	15.3%	nt	2.0%	48.8%[activator]	-3.2%	-18.1%[57.1 µM]
D2 antagonist	1.0	-14.2	9.1	nt	-6.1	3.6
D2 agonist	0.4	1.1	0.8	-0.8	0.2	0.0
USP1 inh	-8.1%	nt	-9.8%	-25.3%	-25.5%	-1.0%
TrxR1 substrate	-1.3%	nt	6.4%	16.2%	4.8%	-4.9%[57.1 µM]
IDH1 R132H inh	-10.1%	nt	-0.3%	0.8%	-1.1%	-7.1%
TRHR PAM	1.9	-1.2	7.7	3.5	-0.9	-6.7

19: COc1ccc(NC(=S)N(CCCN2CCCCC2)Cc2cccs2)cc1
20: Cc1ccc(S(=O)(=O)CCc2nnc(NC(=O)c3ccccn3)s2)cc1
21: O=C1C=CC(=Nc2ccc3c(c2)Cc2cc(F)ccc2-3)O1
22: CC1Cc2c([nH]c3ccccc23)C2c3ccccc3CN12 (centres undefined)
23: CCc1cccc2c(C(=O)COC(=O)/C=C/c3ccccc3OC)c[nH]c12
24: Cc1c(Cc2ccc3c(c2)OCO3)sc(NC(=O)C(C)(C)C)c1C#N

entry no.	19	20	21	22	23	24
TRHR ag	-0.4	-0.1	nt	1.4	0.5	-0.2
Pin1 inh	19.8%	2.4%	-1.9%	?	5.4%	0.2%
rTrxR1 inhibitor	-4.2%[57.1 µM]	23.2%[57.1 µM]	3.16µM*	-73.7%	8.8%[57.1 µM]	-0.8%[57.1 µM]
D2 antagonist	2.0	-2.3	nt	-4.3	7.5	-0.3
D2 agonist	0.3	-1.6	nt	0.1	0.0	0.3
USP1 inh	-1.5%	-10.1%	-6.8%	-22.2%	-4.9%	-4.2%
TrxR1 substrate	7.8%[57.1 µM]	-2.4%[57.1 µM]	6.0%	10.0%[57.1 µM]	5.1%[57.1 µM]	-5.9%[57.1 µM]
IDH1 R132H inh	6.8%	-0.5%	2.7%	6.0%	3.4%	2.8%
TRHR PAM	2.2	1.2	nt	2.1	15.3	3.2

25: O=C(NC1CCCN(Cc2ccc(Cl)cc2)C1)c1cccc(N2CCCC2=O)c1 (centres undefined)
26: COc1ccc(N(CC(=O)N2CCCCCC2)S(=O)(=O)c2c(C)[nH]c(=O)[nH]c2=O)cc1
27: COc1ccc(C2CC(=O)N(CC(=O)Nc3cc(C)ccc3C)c3ccccc3S2)cc1 (centres undefined)
28: COc1ccc2[nH]c(C)c(CCN3C(=O)C4C5C=CC(C5)C4C3=O)c2c1 (centres undefined)
29: O=C(Nc1cccc(O)c1)C(=O)Nc1ccccn1
30: O=C(CCNC(=O)c1ccc(Br)cc1)NCCCSc1ccccc1

entry no.	25	26	27	28	29	30
TRHR ag	1.2	0.0	0.2	0.0	-0.6	-0.9
Pin1 inh	-0.3%	-3.7%	2.5%	-1.2%	4.1%	2.0%
rTrxR1 inhibitor	-10.2%	6.6%	0.2%	8.2%[57.1 µM]	19.1%	-7.6%
D2 antagonist	-7.6	-16.0	nt	4.5	8.1	-17.9
D2 agonist	0.4	0.5	nt	0.0	-0.4	-1.0
USP1 inh	-13.8%	-26.8%	-28.5%	-19.4%	-10.6%	-6.4%
TrxR1 substrate	-5.6%	0.6%	-0.2%	5.9%[57.1 µM]	11.9%	-11.7%
IDH1 R132H inh	6.8%	1.6%	0.3%	1.0%	0.4%	2.7%
TRHR PAM	-3.4	-3.6	-6.0	-6.6	0.1	-10.9

31: Cc1cc(C)cc(NC(=O)C2CCN(c3nccs3)CC2)c1
32: CN(C)CCNC(=S)Nc1cccc(Cl)c1
33: C[C@]12CCC(=O)C=C1CCC1C2CC[C@@]2(C)C1CCC21OCCO1 (some centres undefined)
34: O=C1NC(=O)C2(CCCCC2)N1
35: Cc1ccc(C)c(Cn2c3ccccc3c3cnn(CC(=O)NCC(C)c4ccccc4)c(=O)c32)c1 (centres undefined)
36: COc1cccc(NC(=O)CN(C)C(=O)CCNC(=O)c2ccccc2Cl)c1
37: N#CC(C#N)=CC1=C2OC(c3ccccc3)=CC(c3ccccc3)=C2CCC1

entry no.	31	32	33	34	35	36	37
TRHR ag	-0.4	0.2	nt	nt	-2.2	-0.1	0.2
Pin1 inh	3.6%	3.5%	0.1%	-1.1%	7.1%	46.4%[activator]	-0.4%
rTrxR1 inhibitor	7.6%	0.1%	-17.1%[57.1 µM]	-3.4%	20.0%	-7.0%	-13.0%[57.1 µM]
D2 antagonist	-3.0	-27.2	nt	nt	nt	-41.1	-15.5
D2 agonist	-0.4	0.2	nt	nt	-0.8	-2.7	-0.1
USP1 inh	-15.4%	-4.8%	?	-1.2%	9.6%	-0.3%	-6.5%
TrxR1 substrate	-0.5%	-1.2%	4.4%[57.1 µM]	-2.7%	6.4%	-8.0%	8.6%
IDH1 R132H inh	9.0%	1.4%	-2.3%	0.0%	-15.5%	6.1%	1.4%
TRHR PAM	-7.4	-1.9	nt	nt	-0.6	-1.9	0.4

Complete entries, quoted from the list.
Cc1c(C(=O)N2CCN(c3ccc(F)cc3)CC2)sc2nc(-c3ccccc3)cn12 across the screens: TRHR ag = 0.6; Pin1 inh = 3.8%; rTrxR1 inhibitor = -12.8%; D2 antagonist = -1.5; D2 agonist = 0.5; USP1 inh = -2.2%; TrxR1 substrate = -6.3%; IDH1 R132H inh = 4.1%; TRHR PAM = -0.5
O=C1NC(=O)C2(CCCCC2)N1 across the screens: TRHR ag = nt; Pin1 inh = -1.1%; rTrxR1 inhibitor = -3.4%; D2 antagonist = nt; D2 agonist = nt; USP1 inh = -1.2%; TrxR1 substrate = -2.7%; IDH1 R132H inh = 0.0%; TRHR PAM = nt
O=C(CCNC(=O)c1ccc(Br)cc1)NCCCSc1ccccc1 across the screens: TRHR ag = -0.9; Pin1 inh = 2.0%; rTrxR1 inhibitor = -7.6%; D2 antagonist = -17.9; D2 agonist = -1.0; USP1 inh = -6.4%; TrxR1 substrate = -11.7%; IDH1 R132H inh = 2.7%; TRHR PAM = -10.9
